AmpC detergent = blocks E. coli AmpC beta-lactamase in detergent assay | 370,000 tested, 0.041% active | P00811 | Potency, µM (highest dose often 114 µM), for inactives: at the top dose activity change, negative = inhibition, hits mostly inhibitors | AmpC hydrolysis of nitrocefin, absorbance 480 nm, 0.01% Triton;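 further: potency means the concentration at half of the fitted maximal effect; 0% = no-compound wells and -100% = no-enzyme wells; nearly all actives have a fitted effect of over 25% in size; some results filed as inactive show a strong effect at the top dose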
Target sequence (P00811 whole entry, looked up): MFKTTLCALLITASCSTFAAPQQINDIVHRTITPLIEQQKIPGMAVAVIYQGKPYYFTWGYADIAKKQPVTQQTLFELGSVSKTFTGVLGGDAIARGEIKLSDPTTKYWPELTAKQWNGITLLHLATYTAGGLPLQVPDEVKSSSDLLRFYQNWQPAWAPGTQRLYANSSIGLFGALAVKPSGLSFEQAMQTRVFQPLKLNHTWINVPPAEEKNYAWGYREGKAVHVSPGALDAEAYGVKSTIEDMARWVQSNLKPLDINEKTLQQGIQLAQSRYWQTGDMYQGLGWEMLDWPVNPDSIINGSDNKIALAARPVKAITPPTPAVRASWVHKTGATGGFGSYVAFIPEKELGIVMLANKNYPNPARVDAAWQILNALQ
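AmpC (5.3 nM in the dispensed reagent) in 20 mM phosphate pH 7.0 with 0.01% (detergent screen) or 0.0001% Triton X-100 was preincubated with compounds for 15 min at room temperature. Nitrocefin was then added from an 800 uM solution, and hydrolysis was followed at 480 nm.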
Sm TGR block = inhibitors of Schistosoma mansoni thioredoxin glutathione reductase; AID 485364; purified TGR, DTNB reduction, TNB absorbance 405 nm; 360,000 tested, 3% active; Potency, µM (highest dose often 114 µM), for inactives: at the highest dose activity change, negative = inhibition, actives largely listed as inhibitors; further: potency means the concentration at half of the fitted maximal effect; nearly all actives have a fitted effect of over 60% in size
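TGR 20 nM + NADPH 100 uM (dispensed conc.), cpd preinc 15 min RT; start with NADPH (500 uM addition) then DTNB (15 mM addition). Kinetic TNB absorbance, 405 nm filter. Four-parameter Hill fit across titration.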
AMA1-RON2 inh = inhibitors of Plasmodium falciparum AMA1-RON2 interaction. AlphaScreen AMA1-biotinylated RON2 peptide binding. Potency, µM (series often up to 58.2 µM), for inactives: at the highest dose activity change, negative = inhibition, actives largely listed as inhibitors. 360,000 tested, 0.2% active;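 further: potency means the concentration at half of the fitted maximal effect; 0% = vehicle wells and -100% = peptide control; nearly all actives have a fitted effect of over 45% in size; some results filed as inactive show a strong effect at the top dose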
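AMA1 (3D7) with his tag at 25 nM final met compounds first, then biotinylated RON2 peptide at 25 nM; detection used donor plus acceptor beads, 10 µg/mL apiece, read by AlphaScreen after 30 min at room temperature.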
Giardia FBPA inh = inhibitors of Giardia lamblia fructose-1,6-bisphosphate aldolase; A8B2U2; purified Giardia FBPA; Potency, µM (doses to about 59.6 µM), for inactives: top-dose activity, negative = inhibition, usual class: inhibitors; 290,000 tested, 0.71% active; AID 2451; further: potency means the concentration at half of the fitted maximal effect; nearly all actives have a fitted effect of over 55% in size
Target sequence (A8B2U2 whole entry, looked up): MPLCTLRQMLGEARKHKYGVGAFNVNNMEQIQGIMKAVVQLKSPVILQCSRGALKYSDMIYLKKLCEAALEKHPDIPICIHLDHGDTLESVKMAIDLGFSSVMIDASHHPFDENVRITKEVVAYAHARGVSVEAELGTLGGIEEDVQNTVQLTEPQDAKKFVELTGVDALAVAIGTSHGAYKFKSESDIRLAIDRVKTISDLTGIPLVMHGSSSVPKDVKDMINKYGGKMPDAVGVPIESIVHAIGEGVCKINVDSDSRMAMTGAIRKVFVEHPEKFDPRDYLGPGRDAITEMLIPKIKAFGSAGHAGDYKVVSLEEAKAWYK
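40 nM FBPA preincubated 10 min at RT with compound (up to 57.5 uM final), then substrate plus GAPDH/TPI/NAD/arsenate coupling and diaphorase/resazurin added. Fluorescence read after 20 min at RT, 525/598 nm.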
HCMV inh = inhibitors of human cytomegalovirus | HFF cells, HCMV-luciferase reporter, 72 h; stronger effect = lower value | activity change, negative = inhibition, % at 57.5 µM | 410,000 tested, 4.5% active; in the data active means activity change below about -60%; inconclusive means no clear call, values can overlap the other calls; inactive means above about -39%
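HFF cells seeded 16 h at 37C, treated with compounds, infected with luciferase-reporter HCMV at MOI 1 PFU/cell; luciferase read at 72 h post infection, normalized to buffer-only and Salinomycin controls.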
AmpC no deterg = AmpC beta-lactamase inhibition without detergent; P00811; AmpC nitrocefin hydrolysis, absorbance 480 nm, 0.0001% Triton; Potency, µM (highest dose often 57.1 µM), inactives show at the highest dose activity change, negative = inhibition, actives largely listed as inhibitors; 330,000 tested, 0.52% active; AID 485341;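 further: potency means the concentration at half of the fitted maximal effect; plate controls were no compound for no effect and no enzyme for full effect; nearly all actives have a fitted effect of over 20% in size; some results filed as inactive show a strong effect at the top dose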
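AmpC (5.3 nM in the dispensed reagent) in 20 mM phosphate pH 7.0 with 0.01% (detergent screen) or 0.0001% Triton X-100 was preincubated with compounds for 15 min at room temperature. Nitrocefin was then added from an 800 uM solution, and hydrolysis was followed at 480 nm.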
* marks the source's active call; other numbers are inactive results; ? = inconclusive; · = not tested or not shown; [ ] = remark or other dose. Unless noted, the call rests on the fitted dose curve; in most records, active means well fitted curve in the direction sought with a large enough effect; inconclusive means small, poorly fitted or top-dose-only effect, or another doubt; inactive means no such curve, though single readings can be large; an effect the other way counts as inactive or inconclusive. Unless noted, on the % scale 0 is the no-effect control and ±100 the full control effect.

SMILES	AmpC detergent	Sm TGR block	AMA1-RON2 inh	Giardia FBPA inh	HCMV inh	AmpC no deterg
COc1cc(/C=C(\C#N)c2nc3ccccc3[nH]2)ccc1Oc1ccc([N+](=O)[O-])cn1	1%	-1%	54%[activator]	-8%	3	-44%
COCC(=O)OCC(=O)c1cc(C)n(-c2ccc(Br)cc2)c1C	-3%	-20%	-4%	-13%	12	75%[activator]
O=C(Nc1ccc(F)cc1)OCCOc1ccc(Br)cc1	-9%	20%	-3%	0%	?	-26%
Clc1nc(Nc2ccc(N3CCOCC3)cc2)c2ccccc2n1	4%	2%[57.1 µM]	-15%	-8%	-72*	-12%
Cc1ccc(NC(=O)CN2CCN(c3ccccn3)CC2)cc1S(=O)(=O)N(C)C	-11%	-9%	-1%	0%	19	45%
O=C(CSc1nc(-c2ccco2)cc(C(F)(F)F)n1)NCCCN1CCOCC1	-13%	·	-2%	2%	?	1%
CC1=C(C(=O)NCc2ccccc2)C(c2ccccc2OCC(N)=O)NC(=O)N1 (stereo unspecified)	?	-3%	7%	3%	·	-11%
O=C(NCc1nc2ccccc2[nH]1)C1=C[C@@H](c2csc3ccccc23)C[C@@H](OCCCCO)O1	-3%	-26%	68%[activator]	-9%	-19	87%[activator]
CC(=O)Nc1ccc(CN2CCC(CO)(CCOc3ccccc3)CC2)cc1	1%	6%	17%	4%	-30	-8%
CSc1sc(-c2n[nH]c(=S)n2C)c2c1C=CCC2	4%	25µM*	74%[activator]	?	5	-6%
CC(NC(=O)C12CC3CC(CC(O)(C3)C1)C2)c1ccccc1 (stereo unspecified)	-5%	-5%	7%	-6%	8	-12%
CCOC(=O)c1ccc2ncc(C(=O)OCC)c(NCCN3CCOCC3)c2c1	6%	3%	-1%	5%	-36	116%[activator]
CCCCNc1sc(S(=O)(=O)CC)nc1S(=O)(=O)c1ccc(C)cc1	22%	-5%	·	·	-11	·
Cc1ccc(NC(=O)c2sccc2C)nc1	3%	5%	-8%	·	83	-13%
CCCCc1c(O)nc(SCC(=O)NC(C)(C)C)n(-c2ccccc2C)c1=O	?	-18%	58%[activator]	9%	38	-7%
COc1c(Cl)cc(Cl)cc1CNc1ccc(S(N)(=O)=O)cc1	2%	1%	-10%	4%	8	-7%
COc1ccccc1N(C)C(=O)c1cc(S(=O)(=O)N2CCCC2)cn1C	9%	8%	2%	4%	-3	4%
COc1cccc2c1cc1c(=O)n(CC(=O)NCc3ccc(N(C)C)cc3)nc(C)n12	22%	-5%	·	·	-16	·
CCOc1ccc(NC(=O)c2ccc(N3CC4CC(C3)c3cccc(=O)n3C4)c(N)c2)cc1 (stereo unspecified)	1%	0%	-5%	-2%	?	97%[activator]
O=C(Cc1ccccc1)NCC(=O)OCc1ccccc1F	1%	-8%	-1%	·	29	-12%
CC(=O)c1sc(NC(=O)c2cc3c(C)nn(-c4ccccc4)c3s2)nc1C	-11%	9%	-11%	7%	14	-10%
C[C@H](NC(=O)[C@@H]1Cc2ccccc2CN1)C(=O)NC1CCCCC1	1%	-22%	27%	-21%	16	-3%
O=C(Nc1cccc(S(=O)(=O)NCc2ccco2)c1)c1cc(-c2ccc(F)cc2)nc2ccccc12	1%	-10%	-15%	-14%	29	-39%
CCOC(=O)c1c(NC(=O)C2c3ccccc3Oc3ccccc32)sc(C(=O)N(CC)CC)c1C	-13%	37%[activator]	-8%	2%	·	84%[activator]
COc1ccc(NC(=S)N(Cc2cccnc2)Cc2cc3cc(OC)c(OC)cc3[nH]c2=O)cc1	12%	2%	0%	2%	-21	110%[activator]

(continued)
SMILES	AmpC detergent	Sm TGR block	AMA1-RON2 inh	Giardia FBPA inh	HCMV inh	AmpC no deterg
O=C(Nc1ccccc1C(=O)N1CCOCC1)c1cccc(S(=O)(=O)N2CCCC2)c1	-8%	0%	9%	-1%	7	?
CCCCN1CC[C@@H]2C=CC[C@H](C(=O)OC)[C@@H]2C1=O	·	·	6%	6%[89.2 µM]	-12	0%
COc1ccc(S(=O)(=O)Nc2cc3c4c(c2)CC(=O)N4CCC3)cc1C	-11%	-6%	1%	·	-27	-34%
CCOc1cc(/C=N/NC(=O)C(=O)NCc2cccnc2)ccc1O	0%	13%	14%	-2%	-38	-8%
CCOc1ccc(CCNC(=O)CSc2cc(=O)n(CC)c3ccccc23)cc1OCC	-13%	-11%	5%	4%	21	66%[activator]
O=C(NCCn1ccc2ccccc21)C1CCCCC1	3%	5%	0%	3%	9	-19%
N#CC1(NC(=O)CSc2nnc(C3CC3)n2C2CC2)CCCCC1	9%	-6%	-6%	·	27	-2%
CN(C)/C=C(\C=N\OCc1ccc(Cl)cc1Cl)C(=O)Nc1ccc(Cl)c(Cl)c1	-8%	4%	·	-4%	-13	?
O=C(Cc1cc(=O)[nH]c(=O)[nH]1)N1CCN(CCO)CC1	5%	32µM*	24%	-8%	17	-6%
CC(C)C(=O)Nc1ccc([N+](=O)[O-])cc1Br	0%	1%	1%	9%	1	-5%
Cc1ccc(CNC(=O)C(=O)NCC(c2ccco2)N2CCOCC2)cc1 (stereo unspecified)	-14%	2%	-3%	-1%	25	1%
Cc1cc(C)nc(N2CCC(C(=O)NCc3ccccc3)CC2)n1	-3%	-3%	12%	0%	-30	-8%
O=C(N/N=C/c1cc([N+](=O)[O-])ccc1O)c1cc(-c2ccccc2)nc2ccccc12	-12%	-13%	26%	?	-100*	-28%
O=C(c1cccs1)c1ccc(-c2cccs2)s1	9%	-5%	104%[activator]	-3%	11	-26%
CCN1CCSc2ccc(C(=O)Nc3ccc(NC(C)=O)cc3)cc21	3%	29%	7%	1%	?	-49%
COc1ccccc1Cn1c(=S)[nH]c2ccccc2c1=O	?	5%	59%[activator]	10%	16	-25%
Nc1c(C(=O)NCc2ccccc2)sc2nc(N3CCOCC3)c3c(c12)CCCC3	-9%	-17%	-4%	8%	-34	-22%
CS(=O)(=O)Nc1cccc(C2=NN(C(=O)c3ccc(F)cc3)C(c3cccs3)C2)c1 (stereo unspecified)	0%	-7%	0%	8%	?	-29%
CN(C)CC1CCCCC1OC(=O)c1ccc(Br)cc1 (stereo unspecified)	0%	1%	4%	-5%	47	32%
COc1ccc(/C=N/NC(=O)c2ccc(CN3c4cccc5cccc(c45)S3(=O)=O)cc2)cc1	-8%	2%	22%	-7%	30	-36%
O=C(CCCN1C(=O)/C(=C\c2ccccc2)SC1=S)N1CCOCC1	·	·	-18%	·	-99*	188%[activator]
O=C(c1ccco1)N1CCCC(c2nc3c(nnn3Cc3cccc(Cl)c3)c(=O)[nH]2)C1 (stereo unspecified)	4%	8%	5%	12%	6	17%
COc1cc(CN2CCNCC2)cc(OC)c1OC	?	10%	-6%	-3%	31	-21%
Cc1ccc(NC(=O)CCSc2nnc(C)o2)cc1	-10%	-22%	-5%	12%	-22	-2%
Cc1ccccc1NC(=O)Cn1cnc2c(oc3nc4c(cc32)COC(C)(C)C4)c1=O	?	0%	-4%	6%	-36	-9%

Following part.
SMILES	AmpC detergent	Sm TGR block	AMA1-RON2 inh	Giardia FBPA inh	HCMV inh	AmpC no deterg
CC(=O)N1CCc2c(sc(NC(=O)Cc3ccc(C)cc3C)c2C#N)C1	-2%	-6%	0%	-21%	8	2%
c1ccc(-c2cc(-c3nc4ccccc4[nH]3)c3ccccc3n2)cc1	6%	2%	-3%[2.32 µM]	-12%	-94*	24%
O=C(COC(=O)c1cc(Cl)ccc1O)Nc1ccc2c(c1)OCCO2	?	-4%	-2%	·	0	-30%
CC(C)c1nnc(NC(=O)COC(=O)/C=C/c2ccc([N+](=O)[O-])cc2)s1	-3%	-1%	13%	-8%	29	-2%
S=C(NC1CCCC1)NC1CCCC1	3%	4%	-3%	-3%	-35	-18%
O=C(OCCN1CCCCC1)c1cccc(F)c1	1%	-1%	44%[activator]	-24%	9	-1%
Cc1cccc(NS(=O)(=O)c2ccc(C3CCCCC3)cc2)c1	-8%	22%	10%	2%	-39	-15%
CCCN(CC(=O)Nc1ccccc1OC)C(C)C(=O)NC(C)CCc1ccccc1 (stereo unspecified)	-7%	-1%	-5%	4%	-17	70%[activator]
CC(CCn1cccn1)NC(=O)CCc1nnc(CCc2ccccc2)o1 (stereo unspecified)	-2%	-9%[57.1 µM]	13%	2%	4	1%
COc1ccc(CCn2c(O)c(/C=N/N3CCCCC3)c(=O)[nH]c2=O)cc1OC	5%	-5%	3%	-1%	-9	-11%
CCOC(=O)CCc1c(C)c2ccc(OCc3cc([N+](=O)[O-])ccc3OC)c(C)c2oc1=O	-11%	0%	·	7%	?	-40%
CC(CNC(=O)C(C)C)NC(=O)C(C)C (stereo unspecified)	-5%	-5%	-26%	0%	78	4%
COc1ccccc1NC(=O)NNC(=O)c1cc2ccccc2cc1O	6%	-34%	94%[activator]	-15%	27	-33%
CCOC(=O)c1oc2cc(O)ccc2c(=O)c1-c1csc(C)n1	-10%	4%	-2%	10%	-16	-11%
N#Cc1cccc(NC(=O)CCn2ccnc2)c1	-13%	1%	-3%	0%	-11	-5%
Cn1ccnc1SCC(=O)c1ccc([N+](=O)[O-])cc1	?	·	-13%	-13%	-35	-34%
CCOC(=O)c1cc(NCc2cccs2)ccc1N1CCOCC1	7%	-11%	1%	-19%	1	21%
NC(N)=NC1=NC(=O)C(Cc2ccccc2Cl)S1 (stereo unspecified)	-1%	-11%	43%[activator]	-13%	-29	-34%
COc1ccc2[nH]c(O)c(N=NC(=O)Cc3cccs3)c2c1	-4%	-3%	-4%	-14%	-35	-56%
COc1ccc(Cl)cc1NC(=O)CSc1ncnc2c1oc1ccccc12	-14%	4%	0%	4%	-19	-14%
CN(C(=O)c1ccc(NC(=O)C2CCCN(C(=O)OC(C)(C)C)C2)cc1)C1CCC1 (stereo unspecified)	·	·	17%	·	-5	159%[activator]
CCOc1ccc(NC(=O)C2C(C(=O)O)C3(Cl)C(Cl)=C(Cl)C2(Cl)C3(Cl)Cl)cc1 (stereo unspecified)	4%	4%	-3%	-6%	-33	-35%
C=CC[C@@H](Cc1ccc(F)cc1)C(=O)OC[C@@H]1CCCN1C(=O)[C@@H](CC=C)CC(=O)N[C@@H](CO)Cc1ccccc1	·	·	11%	·	42	180%[activator]

Exported with bars between the fields: part of the list above.
molecule | AmpC detergent | Sm TGR block | AMA1-RON2 inh | Giardia FBPA inh | HCMV inh | AmpC no deterg
S=C(NC1CCCC1)NC1CCCC1 | 3% | 4% | -3% | -3% | -35 | -18%
O=C(OCCN1CCCCC1)c1cccc(F)c1 | 1% | -1% | 44%[activator] | -24% | 9 | -1%
Cc1cccc(NS(=O)(=O)c2ccc(C3CCCCC3)cc2)c1 | -8% | 22% | 10% | 2% | -39 | -15%
CCCN(CC(=O)Nc1ccccc1OC)C(C)C(=O)NC(C)CCc1ccccc1 (stereo unspecified) | -7% | -1% | -5% | 4% | -17 | 70%[activator]
CC(CCn1cccn1)NC(=O)CCc1nnc(CCc2ccccc2)o1 (stereo unspecified) | -2% | -9%[57.1 µM] | 13% | 2% | 4 | 1%

Screens deposited in PubChem by National Center for Advancing Translational Sciences (NCATS).
